# ATXN2 expr inh: ATXN2 expression inhibition; Potency, µM (highest dose often 57 µM), for inactives: at the highest dose activity change, negative = inhibition, actives largely listed as inhibitors; AID 1745845; 0.72% of 360,000 active; HEK-293 ATXN2-luciferase reporter, luminescence, 24 h; further: potency means the concentration at half of the fitted maximal effect; on the % scale 0 is the no-effect control and ±100 the full control effect; nearly all actives have a fitted effect of over 55% in size
#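 ATXN2-luciferase reporter cells (luciferase flanked by upstream and downstream ATXN2 gene portions) were treated 24 h at 37 °C with compounds at up to 57 uM. SteadyGlo luminescence gave expression; GF-AFC fluorescence gave viability.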
# EPAC2 agonist: EPAC2 (human) agonism; EPAC2 activation, biochemical qHTS; response scale: 100% = 6.5 mM cAMP response; Potency, µM (titrated, usually from 154 µM), inactives show at the highest dose activation, hits mostly activators; 0.079% of 360,000 active; Q8WZA2; further: potency means the concentration at half of the fitted maximal effect; nearly all actives have a fitted effect of over 50% in size
# Target sequence (Q8WZA2 whole entry, looked up): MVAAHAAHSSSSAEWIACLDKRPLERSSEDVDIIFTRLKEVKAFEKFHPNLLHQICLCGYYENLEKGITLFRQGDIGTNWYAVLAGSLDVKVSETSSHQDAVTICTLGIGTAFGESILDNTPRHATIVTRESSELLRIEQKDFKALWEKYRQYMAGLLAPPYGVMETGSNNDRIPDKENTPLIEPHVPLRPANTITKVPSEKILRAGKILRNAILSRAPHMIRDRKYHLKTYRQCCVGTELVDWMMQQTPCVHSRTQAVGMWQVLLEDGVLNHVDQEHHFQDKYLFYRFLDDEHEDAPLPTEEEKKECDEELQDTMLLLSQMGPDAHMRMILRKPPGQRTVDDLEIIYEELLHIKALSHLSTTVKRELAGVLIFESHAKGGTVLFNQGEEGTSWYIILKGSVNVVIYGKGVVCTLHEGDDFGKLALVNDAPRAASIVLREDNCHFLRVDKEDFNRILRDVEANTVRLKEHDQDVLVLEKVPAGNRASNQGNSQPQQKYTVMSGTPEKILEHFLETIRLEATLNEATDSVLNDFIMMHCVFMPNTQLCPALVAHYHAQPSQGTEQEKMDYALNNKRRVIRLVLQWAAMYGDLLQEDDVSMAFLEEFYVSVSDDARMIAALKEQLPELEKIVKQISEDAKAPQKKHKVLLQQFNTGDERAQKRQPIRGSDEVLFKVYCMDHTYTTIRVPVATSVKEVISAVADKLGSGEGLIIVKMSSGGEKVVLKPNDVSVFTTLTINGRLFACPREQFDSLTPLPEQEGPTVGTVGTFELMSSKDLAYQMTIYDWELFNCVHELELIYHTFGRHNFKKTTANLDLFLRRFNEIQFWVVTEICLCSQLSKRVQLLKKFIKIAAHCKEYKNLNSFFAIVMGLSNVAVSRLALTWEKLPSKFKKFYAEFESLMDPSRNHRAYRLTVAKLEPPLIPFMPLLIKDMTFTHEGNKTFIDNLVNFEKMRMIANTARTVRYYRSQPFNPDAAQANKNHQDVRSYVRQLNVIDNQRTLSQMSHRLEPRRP
#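 Compounds were added across a concentration range to EPAC2 (100 nM), RAP1B-BODIPY-GDP (250 nM) and GDP (50 uM). After 5 min at room temperature, fluorescence was recorded at 5-min intervals for 30 min.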
# Nrf2 inh: inhibitors of Nrf2 signaling. Potency, µM (highest dose often 46 µM), inactives show top-dose activity change, negative = inhibition, actives largely listed as inhibitors. AID 504444. A549 ARE-Fluc reporter, luciferase luminescence, 18-24 h. 2.1% of 360,000 active; further: potency means the concentration at half of the fitted maximal effect; on the % scale 0 is the no-effect control and ±100 the full control effect; nearly all actives have a fitted effect of over 60% in size
#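 A549 ARE_Fluc cells (5000/well, 5% FBS OPTI-MEM) pre-incubated 2 h, then treated with compounds 18-24 h at 37C/5% CO2 in concentration-response. CellTiter-Fluor viability read first; BugLite luciferase luminescence after 15 min at room temperature gives Nrf2 activity.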
# HepG2 tox: counter-screen for TGF-b inhibitors: cytotoxicity in HepG2 cells. HepG2 CAGA-GFP viability, ATP luminescence, 18 h. Potency, µM (doses to about 46.1 µM), for the others: at the highest dose activity change, negative = cytotoxicity, actives largely listed as cytotoxic. 0.76% of 410,000 active; further: potency means the concentration at half of the fitted maximal effect; some results filed as inactive show a strong effect at the top dose
#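 HepG2 CAGA-GFP cells (1000/well, DMEM with 1% FBS) received compound, then TGF-beta at 500 pg/mL final, and were incubated 18 hours at 37 degrees C. Viability was read by CellTiter-Glo luminescence. Media-only wells were set as complete cell-killing and DMSO as no toxicity.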
# TGFb SMAD3 inh: TGF-b pathway inhibition; Potency, µM (top dose mostly 46.1 µM), inactives show at the top dose activity, negative = inhibition, hits mostly inhibitors; HepG2 CAGA-GFP TGF-b/SMAD3 reporter, GFP fluorescence, 18 h; TGF-beta stimulated, 500 pg/mL final; 1.2% of 410,000 active; further: potency means the concentration at half of the fitted maximal effect; on the % scale 0 is the no-effect control and ±100 the full control effect; nearly all actives have a fitted effect of over 65% in size
#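 First, reporter cells (HEPG2 CAGA-GFP) rested 2 h at 37 degrees C. Next, compounds were pinned in and TGF-beta added to 500 pg/mL final. After 18 h, GFP was imaged per cell and summed per well.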
# IL2 activator: activates IL-2 in a cell-based reporter assay; IL-2 activation reporter assay, cell-based qHTS; stimulated with anti-CD3/CD4/CD28 beads; in transgenic mouse T cells; activation, % (series mostly up to about 46 µM); 0.065% of 360,000 active; in the data active means activation above about 50%; inconclusive means mostly about 30% to 49%; further: 0% is about no effect
#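 First, unstimulated transgenic mouse T cells were exposed to compound for 60 min. Next, anti-CD3/anti-CD4-coated beads with anti-CD28 were added. Finally, after 18 h at 37 degrees C, EGFP and DsRed were imaged.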
# ATXN viability: viability counter-screen for ATXN expression inhibitors. S2 cells (HEK-293 line with an ATXN2-luciferase reporter) viability, CellTiter-Fluor protease fluorescence, 24 h. Potency, µM (series often up to 56.7 µM), actives largely listed as cytotoxic. 0.49% of 400,000 active. AID 651635; further: potency means the concentration at half of the fitted maximal effect; nearly all actives have a fitted effect of over 40% in size
# Nrf2 activator: activates Nrf2 signaling; AREc32 ARE-luciferase reporter (MCF7-derived line), luminescence, 24 h; Potency, µM (top dose mostly 46.1 µM), for inactives: at the highest dose activation, usual class: activators; 0.31% of 410,000 active; further: potency means the concentration at half of the fitted maximal effect; % of control where 0% means no effect; nearly all actives have a fitted effect of over 65% in size
#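 Luciferase luminescence (Steady-Glo, 30 min at room temperature) served as the read-out of ARE activation in AREc32 cells treated with compounds for 24 hr at 37 deg C.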
# A549 tox: kills or reduces viability of A549 cells in Nrf2 counter-screen | Potency, µM (highest dose often 46 µM), for inactives: top-dose activity change, negative = cytotoxicity, actives largely listed as inhibitors | A549 ARE-Fluc cells, CellTiter-Fluor viability, 18-24 h | 0.16% of 390,000 active; further: potency means the concentration at half of the fitted maximal effect; on the % scale 0 is the no-effect control and ±100 the full control effect
#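 A549 ARE_Fluc cells in 5% FBS OPTI-MEM were exposed to compounds in concentration-response for 18-24 h at 37 deg C. Viability was read by CellTiter-Fluor fluorescence (Ex 405/Em 525) after 30 min, before the luciferase read.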
# * hit, by the source's call; i = inactive; ? = inconclusive; . = not tested or not shown; & = joins results of further samples; [ ] = dose if it differs, or a comment. Unless noted, the call rests on the fitted dose curve; in most records, active means well fitted curve in the direction sought with a large enough effect; inconclusive means small, poorly fitted or top-dose-only effect, or another doubt; inactive means no such curve, though single readings can be large; an effect the other way counts as inactive or inconclusive.
no.	structure	ATXN2 expr inh	EPAC2 agonist	Nrf2 inh	HepG2 tox	TGFb SMAD3 inh
1	OCCN1CCN(C2Cc3cc(Cl)ccc3Sc3ccc(Cl)cc32)CC1 (stereo not given) (tested in a mixture with another compound)	?	7.5%	20.3%	10µM*	?
2	COc1cc(NS(=O)(=O)c2ccc(NC(=O)C34CC5CC(CC(C5)C3)C4)cc2)ncn1	0.5%	1.7%	?	-1.9%	?
3	COc1cccc(Oc2coc3cc(OC(=O)N4CCOCC4)ccc3c2=O)c1	-0.7%	-0.6%	?	-8.5%	-12.7%
4	Cc1cc(C)cc(C(=O)Nc2nnc3n2CCS3)c1	6.8%	.	.	-14.8%	-1.4%
5	Cc1cccc(N(C)S(=O)(=O)c2ccc3[nH]c(=O)c(=O)[nH]c3c2)c1	0.7%	-0.4%	6.7%	-82.8%	?
6	Cc1ccccc1C(=O)NCCCNC(=O)c1ccccn1	-15.8%	10.3%	-30.6%	-1.0%	?
7	CCOc1ccc(C(=O)Nc2ccc(S(=O)(=O)N3C[C@@H]4C[C@@H](C3)c3cccc(=O)n3C4)cc2)cc1	-20.9%	-3.3%	-10.7%	-8.7%	-12.4%
8	COC(=O)C(=O)C1CCc2c(Cl)cc(OC)c(OC)c2C1=O (stereo not given)	6.0%	4.6%	15.4%	-19.8%	-14.3%

no.	IL2 activator	ATXN viability	Nrf2 activator	A549 tox
1	0.5	?	-0.1%	-2.8%
2	1.4	i	0.4%	?
3	0.6	i	0.1%	14.1%
4	.	i	3.1%	-9.4%
5	-1.6	i	-0.4%	6.5%
6	0.6	i	-0.8%	-6.8%
7	-0.5	i	-1.0%	5.4%
8	-0.8	?	0.1%	3.9%

# Further entries.
no.	structure	ATXN2 expr inh	EPAC2 agonist	Nrf2 inh	HepG2 tox	TGFb SMAD3 inh
9	Brc1cccc(-c2nnn3c2nc(NC2CCCCC2)c2ccccc23)c1	0.0%	.	14.0%	-0.9%	-8.5%
10	Fc1cnc(N2CCc3ccccc32)nc1N1CCc2ccccc21	35.5%[activator]	1.0%	?	-14.0%	-0.6%
11	Cc1ccccc1NC(=O)C1CCN(S(=O)(=O)c2ccc3c(c2)NC(=O)C(C)S3)CC1 (stereo not given)	-2.6%	20.0%	-12.3%	4.0%	?
12	CC(C)OP(=O)(c1ccccc1)c1ccccc1	-9.7%	15.6%	2.2%	-18.8%	0.0%
13	CC1CCCCC1NC(=S)NC(=O)c1ccccc1Br (stereo not given)	5.3%	14.4%	2.4%	-32.7%	?
14	CCCN(c1ccccc1C(=O)O)S(=O)(=O)c1ccc2c(c1)n(C)c(=O)n2C	.	3.8%	8.0%	2.9%	5.5%
15	Cc1ccc(CNC(=O)COC(=O)COc2ccc(C#N)cc2)cc1	-5.0%	9.2%	-7.0%	-43.3%	-0.1%
16	COc1ccc(CC2C(=O)NC(C)C(=O)N(C)C3Cc4ccc(cc4)Oc4cc(ccc4O)CC(C(=O)NC(C)C(=O)NC(C)C(=O)N2C)N(C)C3=O)cc1 (stereo not given)	0.238µM*	1.2%	1.64µM*	10.9%	-106.7%

no.	IL2 activator	ATXN viability	Nrf2 activator	A549 tox
9	.	i	-0.1%	10.7%
10	-0.4	i	3.3%	-1.7%
11	-3.8	i	0.0%	-1.8%
12	-3.4	i	-0.7%	0.6%
13	0.3	i	0.4%[9.22 µM]	?
14	0.1	i	2.4%	-0.9%
15	0.3	i	-1.3%	0.0%
16	-5.9	0.0597µM*	-1.7%	2.31µM*

# Continued.
no.	structure	ATXN2 expr inh	EPAC2 agonist	Nrf2 inh	HepG2 tox	TGFb SMAD3 inh
17	CCOc1ccc2nc(N/C(N)=N/C(=S)Nc3ccc(C)c(C)c3)nc(C)c2c1	-15.9%	0.2%	23.1%	0.4%	-2.9%
18	CCOC(=O)N1CCN(C(=O)c2c[nH]c3ccc(S(=O)(=O)N(C)c4cccc(C)c4)cc3c2=O)CC1	9.1%	-0.3%	16.2%	0.7%	8.2%
19	CCOC(=O)c1sc(=S)n(-c2cccc(C(F)(F)F)c2)c1SC	-11.4%	-6.9%	-28.3%	-4.9%	12.0%
20	C/C(=N\N1CCN(C2c3ccccc3-c3ccccc32)CC1)c1ccco1	-4.8%	16.2%	-14.4%	-10.8%	-18.7%
21	Oc1c(Cl)cc(Cl)cc1CNc1ccc(Br)cn1	19.3%	24.2%	-18.2%	-58.2%	?
22	CCOC(=O)c1sc(N(Cc2ccccc2)C(=O)COC(=O)c2ccccc2O)nc1C	22.6%	4.6%	14.7%	1.7%	-1.1%
23	CCCCCSc1nnc2c(n1)[nH]c1c(C)cccc12	12.7%	.	?	4.3%	-7.6%
24	COc1ccc(OC)c(NC(=O)c2cnn(-c3ccc(C)cc3)c2C2CCNCC2)c1	-1.6%	.	?	-40.5%	-0.7%

no.	IL2 activator	ATXN viability	Nrf2 activator	A549 tox
17	-0.3	i	0.4%	-0.6%
18	-0.6	i	-0.3%	1.2%
19	0.4	i	-0.2%	-0.8%
20	0.0	i	4.2%	12.9%
21	-1.5	i	7.2%	-18.0%
22	-0.4	i	-0.7%	-4.1%
23	.	i	5.3%	-4.5%
24	.	i	0.3%	2.9%

# Next section.
no.	structure	ATXN2 expr inh	EPAC2 agonist	Nrf2 inh	HepG2 tox	TGFb SMAD3 inh
25	CC(C)OCCCNC(=O)CN1C(=O)COc2ccc(S(=O)(=O)N3CCCCCC3)cc21	-7.9%	7.6%	-5.1%&8.8%	-24.3%&-25.4%	?
26	CC(C)CCSc1nc2c(c(=O)[nH]c(=O)n2C)n1CCc1ccccc1	1.0%	-7.2%	.	2.9%	0.0%
27	COc1ccc(CCC(=O)NC2CC(=O)N(c3ccc(C)c(C)c3)C2)cc1 (stereo not given)	.	.	.	5.4%	7.3%
28	C=CCOc1ccccc1CN1CCC(n2nccc2NC(=O)C2CC2)CC1	-5.1%	-0.1%	23.6%	-12.1%	13.2%
29	CCOc1ccccc1N1CCN(CC(=O)Nc2ccccc2C(=O)NC2CC2)CC1	-3.8%	1.5%	-5.9%	2.6%	-6.9%
30	Cc1cc(C)n(-c2ccc(C(=O)N3CCN(c4ccccn4)CC3)cc2)n1	4.5%	5.9%	-4.2%	1.0%	-0.1%
31	Cc1ccc(-c2nn(-c3ccccc3)cc2C(=O)OCC(=O)Nc2ncc(Cl)cc2Cl)cc1	-1.6%	-4.9%	-1.9%	0.0%	-5.2%
32	CCCNC(=O)CCc1c(C)nc2c(c(C)nn2-c2ccccc2)c1C	7.0%	6.9%	0.1%	-1.9%	-6.1%

no.	IL2 activator	ATXN viability	Nrf2 activator	A549 tox
25	-4.4	i	-0.5%&-0.8%	-8.8%&-7.3%
26	-1.4	i	-0.1%	5.1%
27	.	.	-0.7%	5.7%
28	-2.2	i	-0.5%	9.5%
29	1.5	i	0.0%	10.5%
30	-0.3	i	-0.5%	0.3%
31	-0.3	i	-0.1%[9.22 µM]	0.7%
32	-4.7	i	0.1%	7.8%

# Three of these compounds in another layout:
no. | smiles | ATXN2 expr inh | EPAC2 agonist | Nrf2 inh | HepG2 tox | TGFb SMAD3 inh | IL2 activator | ATXN viability | Nrf2 activator | A549 tox
31 | Cc1ccc(-c2nn(-c3ccccc3)cc2C(=O)OCC(=O)Nc2ncc(Cl)cc2Cl)cc1 | -1.6% | -4.9% | -1.9% | 0.0% | -5.2% | -0.3 | i | -0.1%[9.22 µM] | 0.7%
25 | CC(C)OCCCNC(=O)CN1C(=O)COc2ccc(S(=O)(=O)N3CCCCCC3)cc21 | -7.9% | 7.6% | -5.1%&8.8% | -24.3%&-25.4% | ? | -4.4 | i | -0.5%&-0.8% | -8.8%&-7.3%
28 | C=CCOc1ccccc1CN1CCC(n2nccc2NC(=O)C2CC2)CC1 | -5.1% | -0.1% | 23.6% | -12.1% | 13.2% | -2.2 | i | -0.5% | 9.5%

# (list continues)
no.	structure	ATXN2 expr inh	EPAC2 agonist	Nrf2 inh	HepG2 tox	TGFb SMAD3 inh
33	Cc1ccc(CNC(=O)Cn2nnc3ccccc3c2=O)cc1	18.9%	3.9%	?	5.8%	19.6%
34	Cc1ccc(S(=O)(=O)N2CCN(C(=O)COC(=O)Cc3ccc(Cl)cc3)CC2)c(C)c1	.	3.4%	6.5%	-0.8%	-11.9%
35	COc1ccccc1CNC(=O)CCCNC(=O)Cn1cnc2sc(C)c(C)c2c1=O	-10.1%	13.1%	-18.1%	3.3%	3.2%
36	CCOC(=O)N1CCN(C(=O)C2CCN(S(=O)(=O)c3ccc(Cl)cc3)CC2)CC1	.	8.5%	-12.8%	-14.5%	-5.9%
37	C=CCOc1ccc(CNC(C)(C)CO)cc1OCC	-6.5%	11.5%	2.1%	-38.8%	2.8%
38	CC(C)N1C(=O)/C(=C/c2nc3ccccc3c(=O)n2-c2ccccc2)c2ccccc21	?	12.1%	?	-10.9%	?
39	COc1ccc(/C=N/NC(=O)c2ccc(CSc3nc(C)cc(C)n3)cc2)cc1O	-3.1%	22.9%	20.6µM*	1.3%	-12.0%
40	C=CCc1cccc(C=Nc2ccc(Br)cc2)c1O	.	4.2%	2.2%	1.4%	1.7%
41	CCOC(=O)C1=C(C)NC(SCc2cc(=O)[nH][nH]2)=C(C#N)C1c1cccs1 (stereo not given)	-10.0%	6.3%	8.3%	-0.1%	-0.3%
42	CC(C)(C)C1CCc2onc(C(=O)Nc3sc4c(c3C(N)=O)CCCC4)c2C1 (stereo not given)	.	.	1.9%	2.6%	10.7%

no.	IL2 activator	ATXN viability	Nrf2 activator	A549 tox
33	-0.1	i	-0.8%	9.8%
34	3.0	.	-0.4%	7.2%
35	0.1	i	-0.4%	-4.2%
36	-1.0	.	0.5%	-17.5%
37	-0.3	i	-0.8%	-2.8%
38	-3.6	?	?	?
39	-1.0	i	6.3%	-24.6%
40	2.7	i	1.0%	5.9%
41	0.2	i	0.5%	2.1%
42	.	.	-0.8%	4.6%

# Screens: PubChem BioAssay, National Center for Advancing Translational Sciences (NCATS)
